CHOP inhibitor – CHOP inhibition in unfolded protein response; CHO-K1 CHOP-promoter luciferase, tunicamycin-induced, 15-18 h; inhibition, % at 10 µM; hit rate 3.8% among 220,000;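 active = compounds that reduced the stress-induced luciferase reporter signal by more than about 70% of percent inhibition, limit read from the data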;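 also: 0% = tunicamycin plus vehicle and 100% = wells without tunicamycin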
TRPML3 agonist – activates the human TRPML3 channel | Q8TDD5 | HEK293 TRPML3-YFP, Fluo-8 calcium fluorescence; 100% = the carbachol control signal | activation, % at 3 µM | hit rate 0.29% among 220,000 | AID 1448;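 active = activation above its plate's cutoff, the mean activation of the plate's test wells plus 3 SD, cut at about 12% in these data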;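 also: 0% = DMSO only wells and 100% = carbachol wells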
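Material: HEK293 cells stably carrying human TRPML3-YFP; compound dosing: single dose, 3 µM final nominal compound, 0.3% DMSO final; incubation: 1-h 37 °C dye load, 5-s basal, 120-s post-compound reads; technique: Fluo-8 intracellular calcium fluorescence, excitation 470-495 nm, emission 515-575 nm; read-out basis: percent activation from peak-to-basal fluorescence ratio, scaled between DMSO and carbachol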
EBV gp42 inh – inhibitors of Epstein-Barr virus glycoprotein 42. inhibition, % (tested at 21.74 µM). Q1HVG2. Fluorescence polarization binding assay, mP read-out. hit rate 0.42% among 220,000. AID 1085; in the data active = inhibition above about 50%
Target sequence (Q1HVG2 whole entry, looked up): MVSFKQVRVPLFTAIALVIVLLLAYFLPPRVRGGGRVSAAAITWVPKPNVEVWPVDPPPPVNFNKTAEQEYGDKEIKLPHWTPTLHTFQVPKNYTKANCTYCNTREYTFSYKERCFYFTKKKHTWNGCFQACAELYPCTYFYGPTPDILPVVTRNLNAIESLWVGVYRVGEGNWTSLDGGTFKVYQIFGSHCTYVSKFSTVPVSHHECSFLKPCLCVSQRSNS
TNF necrop inh – TNF-alpha cell death inhibition in Jurkat FADD-/- cells; Jurkat FADD-/- TNF necroptosis rescue, ATP luminescence, 24 h; 0 = TNF only, 100 = no-TNF cells; activation (protection from cell death), % at 10 µM; hit rate 0.068% among 220,000;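 active = activation, meaning protection from cell death, of at least 50% relative to plate controls; inactive = activation below 50%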;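 also: necroptosis triggered by 40 ng/mL TNF-alpha added together with compound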
MDM2 E3 inh – Mdm2 E3 ligase (human) inhibition; hit rate 0.11% among 210,000; cell-based MDM2 ubiquitination luciferase reporter, 2 h; 0 = plate control, 100 = twice control, blank-subtracted; AID 1230; signal enhancement, % at 5 µM; Q00987;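 active = signal enhancement of 30% or more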;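 also: luminescence tracks abundance of the self-degrading MDM2-luciferase fusion protein; higher signal means inhibition of MDM2 E3 ligase activity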
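test system = mammalian cells stably expressing self-ubiquitinating, self-degrading MDM2 E3–luciferase fusion | quantity = 2000 cells/well | incubation = cell settling 4 h, compound treatment 2 h, both 37 °C | signal = luminescence with SteadyLite reagent, 15 min at room temperature | evaluation = % enhancement relative to plate controls after blank subtraction | benchmarks = plate controls and plate blanks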
PPC-1+TRAIL kill – compounds killing PPC-1 cancer cells with TRAIL present (potentiator screen, no TRAIL-free arm) | PPC-1 cells + TRAIL, ATPLite viability luminescence | AID 1443 | cell killing (% activity), % at 4 µM | hit rate 0.41% among 220,000;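 active = cell killing above 50% in the first pass at 4 µM, then a duplicate retest at 5 µM averaging 50% or more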;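 also: plate controls were cells with TRAIL plus DMSO for no effect and medium-only wells lacking cells for full effect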
Runt-SMMHC FRET – blocks binding of human RUNX1 Runt domain to CBFb-SMMHC. Cerulean-Runt/Venus-CBFb-SMMHC FRET ratio 530/480, 1 h. inhibition, % at 20 µM. hit rate 0.74% among 220,000;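 active = mean inhibition across duplicate retests at 20 µM reaching about 50%, limit read from the data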;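 also: 0% = DMSO wells and 100% = wells with excess untagged CBFb-SMMHC; inhibitors lower the FRET ratio by blocking Runt binding to CBFb-SMMHC; some results filed as inactive read as strong as hits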
NCF1 inh – inhibitors of human p47phox binding | P14598 | p47phox/p22phox peptide binding, fluorescence polarization, 2 h | inhibition, % at 24.7 µM | hit rate 0.53% among 220,000;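 active = inhibition above about 30%, limit read from the data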;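 also: 0% = p47phox with labelled peptide and 100% = labelled peptide alone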
Target sequence (P14598 whole entry, looked up): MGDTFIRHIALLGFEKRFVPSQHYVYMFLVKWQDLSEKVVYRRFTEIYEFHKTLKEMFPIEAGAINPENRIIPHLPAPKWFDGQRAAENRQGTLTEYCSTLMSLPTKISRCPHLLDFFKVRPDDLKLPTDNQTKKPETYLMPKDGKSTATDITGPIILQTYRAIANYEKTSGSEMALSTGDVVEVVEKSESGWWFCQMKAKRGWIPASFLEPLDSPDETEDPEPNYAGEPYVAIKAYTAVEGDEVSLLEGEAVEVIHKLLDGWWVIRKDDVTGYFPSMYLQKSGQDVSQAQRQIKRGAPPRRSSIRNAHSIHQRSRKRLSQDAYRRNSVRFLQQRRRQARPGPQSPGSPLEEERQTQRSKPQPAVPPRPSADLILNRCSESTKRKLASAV
zfTRPN1 agonist – agonists of zebrafish TRPN1 channel. HEK293 zebrafish TRPN1-YFP, Fluo-8 calcium fluorescence; 100% = response to 87 µM carbachol. activation, % at 3 µM. hit rate 0.18% among 220,000;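 active = activation above its plate's cutoff, the mean activation of test wells on that plate plus 3 SD, cut at about 19% in these data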;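 also: 0% = DMSO alone and 100% = 87 µM carbachol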
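Assay system: Zebrafish TRPN1-YFP in HEK293 cells | Incubation: Dye loading 1 h at 37 °C, then 30 min room temperature | Measured by: Kinetic Fluo-8 fluorescence, ex 470-495, em 515-575 nm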
Numbers without * were called inactive; · = not tested or not shown.

SMILES | CHOP inhibitor | TRPML3 agonist | EBV gp42 inh | TNF necrop inh | MDM2 E3 inh | PPC-1+TRAIL kill | Runt-SMMHC FRET | NCF1 inh | zfTRPN1 agonist
CCCC(=O)NCCCc1nc2ccccc2n1C | 27 | 0.1 | -18 | 1.5 | -6 | 23 | -4 | 13 | 2.0
O=C(N/N=C/C=C/c1ccccc1[N+](=O)[O-])c1cc(-c2cccnc2)nc2ccccc12 | 8 | 0.0 | 1 | 1.3 | · | 6 | -1 | -6 | 0.7
CCOC(=O)c1c(CN(C)C)n(-c2ccc(C)cc2)c2cc(Br)c(O)cc12 | 40 | 0.9 | 5 | -1.9 | -1 | 13 | 6 | -13 | 0.5
CC(=O)Oc1ccc2c(C)c(CC(C)O)c(=O)oc2c1 (centres undefined) | 2 | -0.1 | -6 | -1.5 | -5 | -3 | 119* | -10 | 1.6
CC1=C(C(=O)Nc2ccccc2)C(c2ccco2)C(C#N)=C(SCC(=O)Nc2cccc(C)c2C)N1 (centres undefined) | 34 | -0.6 | 22 | -1.7 | -7 | 13 | -4 | -20 | -0.9
O=C(COC(=O)c1ccc[nH]c1=O)NC1CCCC1 | -1 | 0.7 | 0 | 0.2 | -17 | 6 | 0 | -10 | 0.7
CC1CC1C(=O)OCC(=O)NC(=O)NC12CC3CC(CC(C3)C1)C2 (centres undefined) | 52 | -0.7 | -11 | 2.1 | -13 | 16 | 2 | -2 | -2.0
O=C1COc2ccc(C(=O)CSc3ccccc3C(=O)O)cc2N1 | 13 | 0.9 | 4 | 1.3 | -4 | 16 | -6 | 2 | 1.2
CCOC(=O)N1CCC(N(CCN(C)C)C(=S)Nc2cccc(C)c2)CC1 | 29 | 1.2 | -24 | 1.4 | -10 | -1 | -1 | -11 | 0.6
O=C(CSc1ncn[nH]1)Nc1cccc2ccccc12 | 20 | -0.5 | -11 | 0.0 | -10 | 9 | -2 | 0 | -1.1
CCCN1CCN(C(=O)c2ccccc2-c2nc3ccccc3s2)CC1 | 17 | 0.2 | -4 | -0.2 | 2 | -6 | -2 | -11 | -0.6
CCN(CC)S(=O)(=O)c1ccc(C(=O)Nc2ncn(Cc3ccccc3)n2)cc1 | 37 | 0.7 | -9 | 0.4 | -12 | 28 | 3 | -42 | 0.5
CCCN1CCC(=O)N([C@H](CSc2ccc(C)cc2)CC(C)C)CC1 | -8 | · | -30 | 1.1 | -3 | 5 | -3 | -4 | ·
COc1ccc(CCN(C)C(=S)NC(=O)c2ccc(F)cc2Cl)cc1OC | 9 | 1.2 | -8 | -0.8 | -16 | 10 | 3 | -9 | 0.1
COC(=O)c1cccc(NC(=O)c2cc(OC)c(OC)c(OC)c2Br)c1 | -2 | 0.7 | -7 | -0.5 | 5 | 44 | 8 | -8 | 1.8
CN(C)/C=N/n1cnc2ccccc2c1=O | -14 | 0.6 | -10 | 0.8 | -12 | 19 | 1 | -3 | 0.5
CSc1nc(S(=O)(=O)c2ccc(C)cc2)c(Cl)s1 | 16 | -0.5 | 6 | -0.3 | -22 | 6 | 3 | -1 | -1.1
O=C1C(C23CC4CC(CC(C4)C2)C3)C(=O)N(c2ccccc2)N1c1ccccc1 | 17 | 1.4 | -1 | -1.3 | -3 | -14 | 1 | -4 | -0.4
Cc1cc(Cl)ccc1C(=O)C1CCCN(C(=O)c2cnsn2)C1 (centres undefined) | 24 | -0.1 | -11 | 0.9 | -4 | 5 | 0 | -5 | -1.9
Cc1c(-c2nc(-c3ccncc3)no2)cccc1[N+](=O)[O-] | 2 | 0.1 | -8 | -3.2 | -15 | -3 | 1 | -12 | -1.0
COc1ccc(-c2cc(C(=O)NCC(C)C)no2)cc1 | 16 | 1.2 | -15 | 1.0 | -32 | 0 | -4 | -9 | -0.3
COc1cc(C(C[N+](=O)[O-])c2c(C)[nH]c3ccccc23)ccc1O (centres undefined) | 28 | -0.5 | -1 | -0.9 | 0 | 6 | -2 | -21 | -0.2
COC(=O)C1=C(NC(=O)COc2ccc(Cl)cc2Cl)CCS1 | 43 | 1.9 | -7 | 1.1 | 8 | 19 | -2 | -1 | 1.1
O=C(CNC(=O)c1cccs1)OCC(=O)c1ccccc1Cl | -3 | 0.1 | -5 | 0.9 | -12 | 8 | 2 | -2 | -0.3
CC1C/C(=C\c2cccnc2)C(=O)/C(=C/c2cccnc2)C1 (centres undefined) | 102* | 0.6 | -12 | 36 | -18 | 42 | 18 | -11 | 1.8
O=C(Cn1c(=O)n(-c2ccccc2)c(=O)c2sccc21)N1CCCC1 | -28 | 0.9 | 1 | -2.1 | 12 | 2 | 2 | -4 | 1.6
COc1ccc(OC)c(S(=O)(=O)Nc2cccnc2)c1 | 18 | 0.3 | -10 | -3.4 | -17 | 0 | 1 | -8 | 0.0
O=C(Nc1ccc(N2CCCC2)cc1)c1ccccc1F | -13 | 0.1 | -8 | 0.0 | -48 | 28 | 52 | -3 | 1.3
CN(C)CC(O)CN(c1ccccc1)c1ccccc1 (centres undefined) | 5 | 0.7 | -13 | 1.6 | -19 | -9 | 1 | -17 | 0.2
Cc1nn(C(C)C(=O)O)c(=O)c2ccccc12 (centres undefined) | -17 | -0.2 | -23 | 0.6 | -6 | 6 | -2 | 3 | 0.1
Cc1oc(-c2ccc3c(c2)OCCO3)cc1C(=O)NC(Cc1ccccc1)C(=O)O (centres undefined) | -7 | 0.2 | -2 | 0.5 | -9 | 18 | 4 | -6 | 1.0
Cc1nnc2ccc(-c3ccc(NC(=O)Cc4cccs4)cc3)nn12 | -11 | 0.2 | 10 | -1.8 | · | 0 | -4 | -4 | 1.1
CCOc1cccc(N2C(=O)CC(NCc3ccc(S(N)(=O)=O)cc3)C2=O)c1 (centres undefined) | 34 | 0.1 | 2 | -1.0 | -14 | 2 | -5 | -11 | -0.1
CCOC(=O)c1c(CS(=O)(=O)c2ccccc2)n(C)c2cc(Br)c(O)c(CN(C)C)c12 | -13 | 5.7 | 2 | 1.0 | -14 | 9 | -20 | -5 | -1.9
COC(=O)c1ccc(O)c(Sc2cc(C(=O)OC)ccc2O)c1 | 18 | 1.7 | -3 | -2.1 | -26 | 4 | 3 | -19 | 5.4
Cc1nc(CSc2nsc(/C=C/N(C)C)c2C#N)cs1 | 24 | 0.7 | -7 | 0.5 | 31* | 8 | -5 | -14 | 1.2
O=C(CSc1ccc(F)cc1)NC12CC3CC(CC(C3)C1)C2 | 12 | -1.3 | -16 | 2.0 | -11 | 22 | 2 | -7 | -1.7
CCCCCCCCCn1cc(C(C)=O)c(=O)[nH]c1=O | 41 | 0.1 | -21 | -5.5 | 3 | 28 | 1 | -5 | -0.2
CCOC(=O)c1cccc(NC(=O)c2cccnc2)c1 | 36 | 1.3 | -6 | 0.6 | -9 | 3 | -6 | -5 | -0.2
O=C(OCc1cc(=O)n2cc(Br)ccc2n1)c1ccc(Cl)c(S(=O)(=O)NCc2ccccc2)c1 | 58 | 0.7 | -28 | 3.1 | 10 | -1 | 1 | -23 | -0.7
O=C(CSC1CC(=O)N(c2ccc(C(=O)O)cc2)C1=O)Nc1ccc(Cl)cc1 (centres undefined) | 22 | 1.1 | -18 | -0.6 | -5 | 6 | 2 | -1 | -0.2
COC(=O)C1CCN(C(=O)Cc2ccc(OC)c(OC)c2)CC1 | 15 | 0.6 | -15 | -0.9 | -19 | 23 | -6 | -13 | 0.6
CC1(C)CC(CC(=O)NNc2nc(-c3ccccc3)cs2)C(=O)O1 (centres undefined) | 8 | 0.1 | -5 | 0.9 | -83 | 22 | 0 | 4 | -0.1
CCCCOC(=O)C(C)Nc1n[nH]c(=S)[nH]c1=O (centres undefined) | 5 | 0.7 | -19 | 0.1 | -2 | 0 | -7 | -5 | -0.4
CCOC(=O)C(CCCOc1ccccc1)C(=O)OCC | 28 | -0.5 | -15 | 0.9 | -2 | -15 | 1 | -13 | -0.7
COc1ccc(N2CCN(CC(=O)c3c(C)n(C)c4ccc(OC)cc34)CC2)cc1 | -5 | 2.3 | -9 | -3.6 | · | 7 | -2 | -15 | 0.1
c1ccc2oc(-c3[nH]ncc3CN3CCSCC3)cc2c1 | 9 | 0.3 | 1 | 3.5 | -2 | 2 | 0 | 1 | 0.8
COc1ccc(CSCC(=O)Nc2ccccc2SC)cc1 | -10 | -1.1 | -7 | 0.7 | -2 | 7 | 1 | -6 | -2.2
CCN1C2=NCCCN2c2cc(C)c(C)cc21 | -10 | 0.8 | -9 | -4.2 | -14 | -11 | 0 | 10 | 0.8
CC(C)CNCC(=O)N1c2ccccc2Sc2ccccc21 | 37 | 0.9 | -22 | -2.1 | -10 | 0 | 0 | -16 | 1.9
Cc1nc2sc(C(c3ccco3)N3CCN(C(c4ccccc4)c4ccccc4)CC3)c(O)n2n1 (centres undefined) | · | 0.1 | · | -3.0 | · | 10 | 2 | · | -1.9
COc1ccc(C(C(=O)NC2CCCC2)N(Cc2ccc(F)cc2)C(=O)c2ccn[nH]2)cc1OC (centres undefined) | -47 | -0.7 | -7 | -0.8 | -12 | 6 | 0 | -8 | 0.6
Cc1ccc(NS(=O)(=O)c2ccc(C(=O)OCC(=O)NCC3CCCO3)cc2)cc1 (centres undefined) | 16 | 3.2 | 2 | 0.8 | 0 | 3 | 1 | -4 | 5.7
COc1ccc(-c2cc(C(=O)Nc3c(Cl)cc(Cl)cc3Cl)c3ccccc3n2)cc1OC | 79* | 0.3 | 0 | -5.1 | -14 | 28 | 4 | 4 | -0.7
c1ccc(-c2nc3ccccc3c3nc4ccccc4n23)cc1 | 26 | 1.5 | -11 | 1.9 | -13 | 0 | 3 | 0 | -0.3
COc1ccc(C(=O)CSc2nnc(-c3ccccn3)n2Cc2ccco2)cc1 | -11 | -1.4 | 1 | -0.6 | 1 | 7 | 4 | -12 | 1.2

Taken from the listing for reference:
SMILES | CHOP inhibitor | TRPML3 agonist | EBV gp42 inh | TNF necrop inh | MDM2 E3 inh | PPC-1+TRAIL kill | Runt-SMMHC FRET | NCF1 inh | zfTRPN1 agonist
c1ccc2oc(-c3[nH]ncc3CN3CCSCC3)cc2c1 | 9 | 0.3 | 1 | 3.5 | -2 | 2 | 0 | 1 | 0.8
COc1ccc(CSCC(=O)Nc2ccccc2SC)cc1 | -10 | -1.1 | -7 | 0.7 | -2 | 7 | 1 | -6 | -2.2
CCN1C2=NCCCN2c2cc(C)c(C)cc21 | -10 | 0.8 | -9 | -4.2 | -14 | -11 | 0 | 10 | 0.8

High-throughput results deposited in PubChem BioAssay by several laboratories.

No enrichment for hits, and some 5.9% of all compounds hit somewhere here.
